Bioassay records as filed in PubChem BioAssay.
dFosB act: activators of delta FosB homodimer, primary screen, biochemical, fluorescence polarization, TAMRA-CDK5 oligo, single point | Protein FosB (Mus musculus), P13346 | purified delta FosB; percent of positive-control signal above neutral wells | activation, % at 25 µM | 0.99% of 340,000 active;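 active = mean activation above about 17%, with every replicate also reaching it, limit read from the data, passing the limit was not always enough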;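 note: fluorescence polarization rise as delta FosB binds a TAMRA Cdk5 AP-1 oligo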
Rtt109 Vps75: inhibitors of C. albicans Rtt109/Vps75 HAT, primary screen, biochemical, ThioGlo CoA-SH fluorescence, plate reader; Histone acetyltransferase RTT109 (Candida albicans (strain SC5314 / ATCC MYA-2876)), …; purified Rtt109/Vps75, 4 h; inhibition, % at 34.9 µM; 0.16% of 330,000 active; AID 540336, 2011;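 active = inhibition of at least 50% in every replicate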
Target sequence (Q5AAJ8 whole entry, looked up): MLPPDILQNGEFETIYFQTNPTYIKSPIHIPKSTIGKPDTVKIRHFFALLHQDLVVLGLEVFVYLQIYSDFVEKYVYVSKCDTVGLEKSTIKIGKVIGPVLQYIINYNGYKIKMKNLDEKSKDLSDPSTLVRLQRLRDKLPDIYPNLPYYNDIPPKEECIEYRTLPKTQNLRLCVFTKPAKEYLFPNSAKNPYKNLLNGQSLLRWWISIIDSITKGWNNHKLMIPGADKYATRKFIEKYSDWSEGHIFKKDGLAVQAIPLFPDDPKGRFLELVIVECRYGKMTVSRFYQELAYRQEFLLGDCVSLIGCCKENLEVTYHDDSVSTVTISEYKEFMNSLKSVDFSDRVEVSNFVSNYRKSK
CDK5 p35 inh: inhibitors of human CDK5/p35 kinase, primary screen, biochemical, single concentration; 0.01% of 330,000 active; Recombinant CDK5/p35, ADP-Glo luminescence, 60 min; inhibition, % at 10 µM; Cyclin-dependent kinase 5 (Homo sapiens) + Cyclin-dependent kinase 5 activator 1 (Homo …;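 active = highest replicate inhibition of at least 50% and at least 75% of replicates reaching 50%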;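 note: plate controls were DMSO neutral control for no effect and GW8510 at 10 µM for full effect; many of its hits are not listed in these tables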
RTF Ca sens act: cardiac RTF calcium sensitivity activators, primary screen, biochemical, IANBD-TnC fluorescence, EC20 calcium. 0.24% of 340,000 active. IANBD-labeled TnC RTF fluorescence at EC20 calcium; 0% EC20 calcium, 100% full calcium. Troponin I, cardiac muscle (Homo sapiens) + Troponin T, cardiac muscle (Homo sapiens) + …. activation, % at 7.2 µM;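 active = activation above the mean over all tested compounds plus 3 SD, cut at about 30% in these data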;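 note: rise in fluorescence read as greater calcium sensitivity of cardiac thin filaments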
SR-BI DiI-HDL act: activators of SR-BI mediated DiI-HDL uptake, primary screen, ldlA[mSR-BI] CHO cells, DiI fluorescence | 3 h; 100 = double the neutral-control signal | activation, % at 12.5 µM | 0.096% of 320,000 active | AID 504775, 2011;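 active = mean replicate activation of at least 60% and every replicate at or above 60%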;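 note: 0% = median plate neutral-control signal and 100% = twice that signal; values of inactives mirror those of a sister screen read the other way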
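material = CHO ldlA[mSR-BI] cells | medium = Ham's F12 with 0.5% BSA, HEPES 25 mM, pH 7.4 | reagent = fluorescent DiI-HDL, 10 µg/mL final | compound dosing = single-point compound dose | incubation = 3 h, 37 °C | measured by = bottom-read fluorescence, 550/595 nm | measure = HDL uptake via cellular fluorescence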
Wnt act: Wnt/beta-catenin pathway activators, primary screen, cell-based, plate reader, single point; Wnt/beta-catenin reporter cell assay, activator; 1.2% of 300,000 active; AID 743398, 2014; activation, % at 9.35 µM; in the data active = activation above about 30%, passing the limit was not always enough;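 note: 0% = neutral control wells and 100% = positive control wells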
PvdQ acylase: P. aeruginosa PvdQ acylase inhibitors, primary screen, biochemical, fluorescence, plate reader and imaging, single point; inhibition, % at 10 µM; PvdQ acylase [Pseudomonas aeruginosa LESB58]; AID 488965, 2010; 0.063% of 340,000 active; purified PvdQ acylase; in the data active = inhibition above about 30%, passing the limit was not always enough;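 note: 0% = vehicle neutral wells and 100% = reference inhibitor wells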
MITF TRPM1 HTS: activators of MITF-driven TRPM1 promoter reporter, primary screen, cell-based, SK-MEL-5, luciferase, single point; SK-MEL-5 TRPM1-promoter luciferase, 24 h; % of positive control, neutral wells = 0; activation, % at 12.5 µM; 0.75% of 300,000 active;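 active = mean activation of at least 80% with every replicate also reaching 80%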;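 note: 0% = neutral control wells and 100% = parthenolide positive control wells; values of inactives mirror those of a sister screen read the other way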
SR-BI HDL uptake: inhibitors of SR-BI mediated HDL lipid uptake, primary screen, ldlA[mSR-BI] cells, fluorescence, single point; ldlA[mSR-BI] CHO cells, DiI-HDL uptake fluorescence, 3 h; Scavenger receptor class B member 1 (Mus musculus), Q61009; 0.96% of 320,000 active; inhibition, % at 12.5 µM; AID 488896, 2010;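 active = mean replicate inhibition of at least 70% and a set share of replicates each scoring 70 or more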;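 note: 0% = median of neutral control wells and 100% = median of positive control wells; values of inactives mirror those of a sister screen read the other way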
Target sequence (Q61009 whole entry, looked up): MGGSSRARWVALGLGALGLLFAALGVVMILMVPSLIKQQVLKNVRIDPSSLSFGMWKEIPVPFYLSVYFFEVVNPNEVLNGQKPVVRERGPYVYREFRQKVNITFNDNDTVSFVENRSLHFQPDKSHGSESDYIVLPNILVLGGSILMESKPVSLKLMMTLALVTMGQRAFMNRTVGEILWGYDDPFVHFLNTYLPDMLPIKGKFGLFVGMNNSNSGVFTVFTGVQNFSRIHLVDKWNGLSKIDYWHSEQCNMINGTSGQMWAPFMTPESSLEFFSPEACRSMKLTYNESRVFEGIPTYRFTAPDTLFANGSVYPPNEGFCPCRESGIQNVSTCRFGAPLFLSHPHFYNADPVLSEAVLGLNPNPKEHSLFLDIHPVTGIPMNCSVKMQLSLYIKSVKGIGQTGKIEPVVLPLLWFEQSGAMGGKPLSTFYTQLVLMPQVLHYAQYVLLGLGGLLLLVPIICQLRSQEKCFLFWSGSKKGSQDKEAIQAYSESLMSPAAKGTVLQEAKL
HTR5A ag: HTR5A agonists in luminescence cell assay, primary screen, counter-screen for OPRM1-OPRD1 heterodimer agonist project, full-deck HTS | cell-based | activation, % at 9.3 µM | 0.61% of 340,000 active; in the data active = activation mostly above about 9.5%, no sharp cut-off; inactive = mostly below about 7.6%;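 note: 0% = cells with vehicle only and 100% = reference agonist; strong numbers were not always called active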
The depositor's hits bear a star; · = no result given.

Results follow in this order: Wnt act, SR-BI DiI-HDL act, PvdQ acylase, MITF TRPM1 HTS, RTF Ca sens act, dFosB act, Rtt109 Vps75, CDK5 p35 inh, HTR5A ag, SR-BI HDL uptake
> COc1ccc(NC2CCCN(C(=O)c3csc(C)n3)C2)cc1 (configuration not stated)
  -4, 8, -2, 3, -1, 2, 8, -1.4, -5, -8
> Cc1cccc(C)c1NC(=O)CNC(=O)c1cnccn1
  -2, 44, 6, -3, 4, 7, -3, -0.6, 2, -44
> CSCCC(NC(=O)c1ccccc1)C(=O)NC1CC1 (configuration not stated)
  1, 24, -14, -1, -1, 5, 11, -2.0, -6, -24
> O=C(Cc1ccccc1)NNC(=O)c1ccc(NC(=O)c2ccccc2)cc1
  -2, -23, -10, -6, 5, 12, -2, -7.4, 1, 23
> NS(=O)(=O)c1ccc(CCNC(=O)c2cccc(OC(F)F)c2)cc1
  1, ·, -11, 4, 0, -8, -3, -3.3, 3, ·
> C=CCn1cnc2c(c1=O)c1nc3ccccc3nc1n2/N=C/c1cccc(OC)c1OC
  -3, 3, -13, 39, 2, -29, 5, -0.5, -3, -3
> O=C(c1ccc(Sc2ccccc2)c([N+](=O)[O-])c1)N1CCOCC1
  -1, -3, -10, -1, -2, -4, 0, -0.8, 1, 3
> Cc1ccc(C)c(/C=N/NC(=S)NC(C)C)c1
  3, -20, 3, 12, -3, 0, 5, 1.5, 12, 20
> O=C(CSc1ncn[nH]1)N1N=C2/C(=C/c3ccco3)CCCC2C1c1ccco1 (configuration not stated)
  -6, -3, -24, ·, -2, -8, ·, 2.2, 9, 3
> CCOC(=O)C1=C(N)OC2=C(C(=O)CC(C)(C)C2)C1C1CCCCC1 (configuration not stated)
  ·, -32, -4, 3, -2, -10, -7, -1.5, 2, 32
> COc1ccccc1N1CCN(C2CCCN(Cc3ccc(Cl)cc3)C2)CC1 (configuration not stated)
  0, -17, 0, -17, 6, 3, 16, 1.4, 0, 17
> COc1ccc(CC(=O)NCc2cccc(CNC(=O)Cc3ccc(OC)c(OC)c3)c2)cc1OC
  -1, -18, -13, ·, -4, -10, 0, -4.9, 3, 18
> O=C(NCc1ccco1)C(c1ccncc1)N(C(=O)Cn1nnc2ccccc21)c1ccccc1F (configuration not stated)
  -5, ·, -9, -3, -6, 2, 3, -0.5, -2, ·
> C(=N\Nc1nc2ccccc2s1)/c1cccs1
  ·, 0, -7, 36, -1, -10, -11, -0.8, 10, 0
> CC1Sc2ccc(S(=O)(=O)N3CCC(C(=O)Nc4ccc(Cl)cc4)CC3)cc2NC1=O (configuration not stated)
  -2, -20, -17, -15, 8, 10, 11, -1.0, 2, 20
> Cc1c(C=O)c2cc(OCc3ccccc3)ccc2n1C
  16, -28, -4, ·, 1, 1, 27, 0.9, 1, 28
> FC(F)(F)c1cccc(NC(=S)NCCN2CCOCC2)c1
  -1, 16, 20, -7, -2, 5, 3, -0.3, 8, -16
> CN(Cc1ccccc1)C(=O)c1cccc(NC(=O)Cc2cccc(NC(=O)C3CCN(C(=O)C4CC4)CC3)c2)c1
  -3, -16, 13, 0, -3, 4, 21, 14, 0, 16
> COc1cccc(N2CC(C(=O)Nc3nnc(SCC(=O)NCc4ccco4)s3)CC2=O)c1 (configuration not stated)
  2, ·, 4, -5, -1, -11, 6, -0.7, 0, -20
> CCOC(=O)C1CCN(c2ncnc3c2nnn3Cc2ccccc2Cl)CC1
  -1, 4, 19, 2, -7, -5, -1, 1.7, 4, -4
> O=C1CC(c2ccccc2)C(c2ccccc2)=NN1 (configuration not stated)
  -3, 1, -28, -2, 1, -2, 7, 0.3, 0, -1
> Cn1c(C=O)c(-c2ccc3cc[nH]c3c2)c2ccccc21
  -5, -23, -9, -9, 1, -10, 6, 1.8, 3, 23
> O=C(NCCN1CCOCC1)c1c(O)nc2sccn2c1=O
  0, 17, -3, 13, 3, -2, -2, -0.6, -5, -17
> O=C1OC(COc2ccc(Br)cc2)CN1c1ccccc1 (configuration not stated)
  -1, 34, -19, 1, 3, 3, 3, 0.3, 0, -34
> COc1cccc2c1Oc1ncccc1N(C(=O)CCC(=O)NCc1ccccc1)C2
  -2, 0, -6, 17, -5, -3, 29, 0.8, 2, 0
> CCN(CC)C(=O)Cn1nc(C)c2ccccc2c1=O
  ·, 16, -13, 3, 0, 0, -22, 0.4, 2, -16
> COc1ccc(-c2csc(NC(=O)Cc3ccccc3)n2)cc1OC
  2, -18, 4, 9, -6, -2, 6, -0.2, 1, 18
> COc1ccccc1CNCc1cc(Br)ccc1OC
  9, 2, -7, 4, 0, -8, -9, -2.9, 2, -2
> COc1ccc(S(=O)(=O)N(CCCN2CCOCC2)Cc2cccc3ccccc23)cc1
  -1, 15, 9, -3, 1, 0, 23, 0.8, -2, -15
> O=C(CCc1c[nH]c2ccccc12)NN1C(=O)NC2(CCCCC2)C1=O
  -2, -32, -12, -4, 7, -4, -11, 0.0, 2, 32
> C=CCOc1ccccc1CN1CCN(CCc2ccccc2)C(CCO)C1 (configuration not stated)
  2, 4, -16, ·, 1, -12, -1, 1.1, 0, -4
> COc1ccc(Cn2cccc(NC(=O)Nc3cccc(C#N)c3)c2=O)cc1
  2, -28, -4, -11, -4, 9, 5, -0.3, -1, 28
> COc1cc(/C=C/C2=CC(C)(C)NC(=S)N2)cc(OC)c1OC
  ·, -26, -7, -13, -7, -8, ·, -0.7, -1, 26
> Cc1cccc(OCC(=O)OCC(=O)Nc2ccc(Cl)cn2)c1
  1, 2, -21, ·, 0, -9, 1, 3.8, 1, -2
> CCOc1cc(N2CCOCC2)c(OCC)cc1NC(=O)c1oc2ccccc2c1C
  -2, -70, -1, -5, -2, 4, -35, 0.4, -8, 70
> CC(C)c1nnc(NC(=O)c2sc3ccccc3c2Cl)s1
  ·, 3, -10, 69, 10, 2, 1, 1.4, 6, -3
> O=C(NCCN1CCOCC1)c1ccc2c(c1)N(Cc1ccccc1)C(=O)CS2
  ·, 26, -5, -5, -2, -1, 1, -0.9, 3, -26
> CC/C(=N/Nc1ccccc1)c1cnnc(SC)n1
  ·, -32, -11, -18, 7, 5, -1, -1.3, 0, 32
> Cc1oc(C(N)=O)cc1COc1ccc(C(N)=O)cc1
  0, 8, -6, ·, -6, -5, -3, 1.6, -1, -8
> CC1(C)Cc2c(c(-c3ccccc3Cl)[nH]c(=O)c2C#N)CO1
  ·, -9, -9, -3, -5, 1, 1, 1.3, -2, 9
> Cc1cc(Br)cc(C)c1OCC(=O)NNC(=O)c1cccs1
  -3, 15, 5, -6, -2, -1, 10, 0.0, 1, -15
> Cc1cc(Nc2ccc([N+](=O)[O-])cc2)nc2ccccc12
  ·, -61, -5, 9, -2, -3, -5, -0.5, -1, 61
> O=C(CN1C(=O)C(=O)N(CCC2=CCCCC2)C1=O)Nc1ccc(F)cc1F
  -2, -2, -12, 12, -6, -1, 3, 1.2, 9, 2
> COc1ccc([N+](=O)[O-])cc1Nc1ncnc2ccccc12
  -7, 9, -9, 0, 7, 38*, -14, 2.1, -3, -9
> Cc1cc(C)cc(C(=O)Nc2cccnc2)c1
  1, -13, -10, 9, -2, -4, -3, -0.1, 3, 13
> Cc1ccc(CNC(=O)C2CC(c3ccccc3C(F)(F)F)=NO2)cc1 (configuration not stated)
  1, -10, 0, 3, -1, 8, 11, 0.5, 4, 10
> Cn1nc2c3ccccc3n(Cc3ccc(F)cc3)c2nc1=S
  -2, 11, -8, ·, 0, 0, -12, 2.3, -1, -11
> Cc1ccc(C(=O)O)cc1S(=O)(=O)NCC1CCCO1 (configuration not stated)
  ·, 20, 12, -6, 5, -9, -7, -1.7, 3, -20
> CCCCN(C)CCN1C(=O)C2C(C(=O)Nc3ccc(Cl)cc3)C3C=CC2(O3)C1C(=O)NC1CCCCC1 (configuration not stated)
  0, ·, -24, 1, -3, -7, 10, -0.2, -3, ·
> CC(=O)c1sc(NC(=O)CSC(C)C(=O)Nc2cc(C)on2)nc1-c1ccccc1 (configuration not stated)
  1, 3, -12, 2, -4, -8, -1, 0.8, -2, -3
> CC(=O)N1CCc2cc(S(=O)(=O)NC(CC(C)C)C(=O)N3CCn4c3nc3ccccc34)ccc21 (configuration not stated)
  -2, 8, -6, 0, 4, -13, 8, -3.4, ·, -8
> COc1ccc(OC(=O)c2ccc(Cl)cc2)c(C(C)=O)c1
  -2, 8, 4, 7, 1, -1, 2, 1.4, -3, -8
> CC(O)[C@H]1CN=C(N)N1CC1CCCCC1 (some centres not stated)
  -1, 11, -8, -2, 1, 1, -9, -0.1, 4, -11
> Cc1nn(-c2ccccc2)c(Cl)c1/C=N/NC(=O)c1ccc(CNc2ccccc2)o1
  ·, -13, -16, 9, 4, -2, 0, -1.9, 1, 13
> O=c1[nH]c(C2CCN(S(=O)(=O)c3ccc4c(c3)OCCO4)CC2)nc2c1nnn2Cc1cccc(F)c1
  -1, ·, 19, ·, 0, -3, 13, 0.8, 1, ·
> CCN(CCCNC(=O)CN(C)S(=O)(=O)c1ccc2c(c1)CCC(=O)N2)c1cccc(C)c1
  -6, -3, -7, ·, 4, -10, 6, 0.4, -1, 3
> O=C(CCNS(=O)(=O)c1cccc2nsnc12)NC1CCN(Cc2ccccc2)CC1
  ·, 34, -13, -6, -1, 3, 6, 0.0, 7, -34
> O=C(Nc1cccc(-c2nc3ncccc3o2)c1)c1ccccc1
  0, -20, -6, 18, -1, -47, 10, -3.6, 1, 33
> CC(/C=N/n1c(-c2ccccc2)n[nH]c1=S)=C\c1ccco1
  ·, 4, 2, 10, -13, -12, 32, 0.2, 2, -4
> Cc1cc(C(=O)N2CCc3ccccc3C2)on1
  -2, 11, 1, ·, 0, 0, -5, -0.5, 3, -11
> COc1ccc(N2CCN(C(=O)COC(=O)c3ccccc3OCc3ccc(F)cc3)CC2)cc1
  -3, -45, -3, -2, 0, -2, 5, -1.9, -6, 45
> CCC1C(=NO)C(CC)C(c2ccccc2)NC1c1ccccc1 (configuration not stated)
  5, 12, -10, 9, -5, ·, -4, -0.4, 1, -12
> COCCCNC(=S)N(CCO)Cc1cc2cc3c(cc2[nH]c1=O)OCCO3
  -1, -22, -13, ·, -4, -4, -1, 1.5, -2, 22

Of the compounds above, 2 contain a cyano group:
Results follow in this order: Wnt act, SR-BI DiI-HDL act, PvdQ acylase, MITF TRPM1 HTS, RTF Ca sens act, dFosB act, Rtt109 Vps75, CDK5 p35 inh, HTR5A ag, SR-BI HDL uptake
> COc1ccc(Cn2cccc(NC(=O)Nc3cccc(C#N)c3)c2=O)cc1
  2, -28, -4, -11, -4, 9, 5, -0.3, -1, 28
> CC1(C)Cc2c(c(-c3ccccc3Cl)[nH]c(=O)c2C#N)CO1
  ·, -9, -9, -3, -5, 1, 1, 1.3, -2, 9
